H37Rv inhibition – M. tuberculosis growth inhibition, HTS (AID 449762); M. tuberculosis H37Rv growth inhibition, 7H9 media; higher % means a stronger effect; inhibition, % at 25 µM; hits with a dose series show IC50 in µM; actives 0.59% (n = 330,000); in the data active means a potency from the dose series; inconclusive means inhibition above about 70% without an active follow-up result;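 further: bacterial growth assessed after seven days of incubation; strong numbers were not always called active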
VEEV TC-83 Vero – inhibitors of VEEV TC-83 cytopathic effect, confirmation, Vero cells (AID 588727) | Vero cells, VEEV TC-83 cytopathic effect inhibition; higher % means a stronger effect | inhibition, % at 20 µM; hits with a dose series show IC50 in µM | actives 0.13% (n = 350,000); in the data active means a potency from the dose series; inconclusive means inhibition mostly from about 14% at the one dose, without a potency; inactive means the rest, 99 in 100 with inhibition below about 12%; further: strong numbers were not always called active
Salmonella PhoP GFP – Inhibition of PhoP regulon, Salmonella typhi GFP reporter cells, confirmation, 4 h (AID 1850) | Salmonella Typhi PhoP-promoter GFP reporter, fluorescence, 4 h; higher % means a stronger effect | one-dose inhibition, % at 50 µM; IC50 in µM for titrated hits | actives 0.33% (n = 310,000); in the data active means a potency from the dose series; inconclusive means inhibition mostly from about 25% at the one dose, without a potency; inactive means the rest, 99 in 100 with inhibition below about 19%;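 further: 0% = induced wells with vehicle and 100% = uninduced wells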
influenza NS1A – NS1A inhibition, H1N1 influenza, cell based functional assay (AID 504329). NS1A functional cell-based assay, percent inhibition; higher % means a stronger effect. actives 0.3% (n = 340,000). one-dose inhibition, % at 12.5 µM; IC50 in µM for titrated hits; in the data active means a potency from the dose series; inconclusive means inhibition above about 27% without an active follow-up result; further: strong numbers were not always called active
tuberculosis growth – growth inhibition of non-replicating M. tuberculosis (AID 488890); Mycobacterium tuberculosis non-replicating, growth inhibition; higher % means a stronger effect; inhibition, % at 25 µM; hits with a dose series show IC50 in µM; actives 0.39% (n = 320,000); in the data active means a potency from the dose series; inconclusive means inhibition mostly from about 82% at the one dose, without a potency; inactive means the rest, 99 in 100 with inhibition below about 76%;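 further: plate controls were DMSO cells for no effect and high antibiotic wells for full effect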
An asterisk follows results filed as active; i = inactive; ? = inconclusive; / = not tested or not shown.

# | compound | H37Rv inhibition | VEEV TC-83 Vero | Salmonella PhoP GFP
1 | CCCn1c(SCC(=O)Nc2ccc(NC(=O)CC)cc2)nc2c1c(=O)n(C)c(=O)n2C | 1% | 1.3% | -13%
2 | O=C(NN1C(=O)c2ccccc2C1=O)C1CC2CCC1C2 (stereo not given) | -1% | 0.5% | -5%
3 | c1ccc(-c2ccccc2OCCn2cncn2)cc1 | -9% | 0.1% | 0%
4 | CC(C)C(=O)Nc1cccc(NC(=O)c2ccc(Cl)cc2Cl)c1 | -6% | 2.0% | -4%
5 | Cc1cccc(CNC(=O)C2CCC(=O)N(Cc3ccccc3F)C2)n1 (stereo not given) | / | 0.8% | /
6 | O=C(CSc1nnc(-c2ccco2)o1)c1ccc(O)cc1O | 1% | i | -16%
7 | CC(=O)N/C(=C\c1ccccc1)C(=O)OCC(=O)NC1CCCC1 | -4% | i | -9%
8 | CCc1c(C(=O)N2CCCN(C)CC2)csc1C | -14% | i | -9%
9 | COc1ccc(C(=O)NC(=S)N2CCOCC2)cc1Br | 51% | 1.0% | -7%
10 | CN(CC(=O)Nc1ccc(Cl)cc1)C1=NS(=O)(=O)c2ccccc21 | -14% | 1.6% | /
11 | CC(=O)c1ccc(-c2nnc(CCC(=O)N(C)Cc3cnc4ccccn34)o2)s1 | -4% | 0.7% | 7%
12 | O=C(/C=C/c1ccccc1Cl)Nc1ccc(Cl)cn1 | -3% | 0.8% | 0%
13 | Brc1ccc(-c2nc(-c3ccccc3)no2)o1 | 0% | 0.6% | 6%
14 | O=C(NCCc1ccccc1)c1n[nH]c(=O)c2ccccc12 | -7% | 0.8% | -4%
15 | CC(=O)c1sc(NC(=O)C2CC(=O)N(Cc3ccco3)C2)nc1-c1ccccc1 (stereo not given) | 0% | 5.9% | -2%

# | influenza NS1A | tuberculosis growth
1 | 8% | -7%
2 | -12% | -8%
3 | -1% | -5%
4 | -6% | 4%
5 | 8% | /
6 | -7% | 6%
7 | -2% | -16%
8 | 4% | 8%
9 | -5% | -3%
10 | 0% | -12%
11 | -6% | -9%
12 | -1% | 16%
13 | -7% | 9%
14 | 0% | 10%
15 | 10% | 14%

(continued)
# | compound | H37Rv inhibition | VEEV TC-83 Vero | Salmonella PhoP GFP
16 | Cc1cc(/C=C(\C#N)C(=O)NCc2ccco2)c(C)[nH]1 | 2% | 0.6% | -19%
17 | Cc1c(-c2ccc(Br)cc2)nc2ccccn12 | 8% | 0.5% | -15%
18 | CCCCc1nnc(NC(=O)C23CC4CC(CC(NC(C)=O)(C4)C2)C3)s1 | -1% | 2.6% | -12%
19 | Clc1ccc2nc(N3CCNCC3)nc(-c3ccccc3)c2c1 | -8% | i | 8%
20 | Cc1nc([N+](=O)[O-])cn1CC(O)c1ccc(Cl)cc1 (stereo not given) | 1% | i | 5%
21 | Cc1cccc(-n2c(CNC(=O)c3ccc(S(=O)(=O)N(C)C)cc3)nnc2SCC(=O)Nc2ccc(F)cc2)c1 | -4% | 0.1% | -11%
22 | CSc1ccccc1C(=O)N1CCN(c2ccc(F)cc2)CC1 | 11% | 5.3% | -10%
23 | Cc1ccc(CNC(=O)Cn2c(=O)n(-c3ccccc3)c(=O)c3sccc32)cc1 | 14% | 2.1% | 2%
24 | Cc1ccc(CNCC(O)(c2ccccc2)c2ccc(F)cc2)cc1 (stereo not given) | -1% | i | -9%
25 | CCC(c1nnnn1CCOC)N1CCN(Cc2ccccc2OC)CC1 (stereo not given) | 1% | 0.6% | 5%
26 | Cc1cc(N2C(=O)C3C4CC(C(Br)C4Br)C3C2=O)no1 (stereo not given) | -1% | i | -8%
27 | O=C(N/N=C/c1cccnc1)/C(=C\c1cccs1)NC(=O)c1ccccc1 | -2% | 0.2% | -1%
28 | C=CCCC(=O)N1CCC(n2nccc2NC(=O)c2ccc(OC)cc2)CC1 | 7% | 0.9% | 0%
29 | CCOC(=O)N1CCN(C(=O)c2cccc(NC3=NC4CS(=O)(=O)CC4S3)c2)CC1 (stereo not given) | 9% | 2.4% | 1%
30 | COc1ccc(/C=C(\C#N)C(=O)Nc2cccc(C)n2)cc1 | -8% | 0.4% | -11%

# | influenza NS1A | tuberculosis growth
16 | -6% | 16%
17 | 5% | i
18 | 18% | 3%
19 | -20% | 72%
20 | / | -9%
21 | -7% | 12%
22 | 0% | 4%
23 | 16% | -8%
24 | 1% | 9%
25 | -6% | 2%
26 | -4% | -29%
27 | -4% | 7%
28 | -3% | -8%
29 | 6% | -5%
30 | -4% | 21%

Next section
# | compound | H37Rv inhibition | VEEV TC-83 Vero | Salmonella PhoP GFP
31 | CC1CN(C(=O)Nc2cccc(C(F)(F)F)c2)CC(C)O1 (stereo not given) | -5% | 0.2% | -2%
32 | COCCCNC(=S)Nc1ccc(C)cc1 | 3% | i | 0%
33 | Cc1nc(C(=O)NCC(=O)c2ccccc2)c(C(F)(F)F)o1 | -1% | 2.9% | -2%
34 | Cn1c(=O)n(C)c2cc(/C=N/NC(=O)c3cc4cc(Br)ccc4o3)ccc21 | -12% | 2.3% | 15%
35 | CC1(C)COC(c2cccn2Cc2ccc(F)cc2Cl)=N1 | -3% | 6.0% | 4%
36 | CC(C)Cc1ccc(C(C)C(=O)Nc2nccs2)cc1 (stereo not given) | -2% | i | 12%
37 | Nc1cc(N)nc(SCC(=O)N2CCc3ccccc32)n1 | -2% | 4.8% | -24%
38 | CC1Cc2ccccc2N1C(=O)CN1C(=O)C(=O)N(Cc2ccccc2)C1=O (stereo not given) | 1% | 0.9% | 23%
39 | O=C(O)C1=CC(=C(c2ccc(O)c(C(=O)O)c2)c2ccc(O)c(C(=O)O)c2)C=CC1=O | 38% | / | -9%
40 | COC(C(=O)Nc1ccc(F)c(F)c1)c1ccccc1 (stereo not given) | -6% | 2.2% | 1%
41 | O=C(NNC(=O)c1ccccc1C(=O)O)c1ccc(-c2ccccc2)cc1 | -1% | / | -1%
42 | CCOc1ccc(CN(C)CC(=O)Nc2ccc3c(c2)CCC3)cc1OC | 0% | 0.3% | -7%
43 | CC1(C)COC(/C=C/c2cccc([N+](=O)[O-])c2)=N1 | 56% | 22µM* | -11%
44 | O=C(CC1CCCC1)Nc1ccc(Br)cc1 | 7% | 0.7% | 1%
45 | Cn1c(SCC(=O)Nc2ccc(C(N)=O)cc2)nnc1-c1cccs1 | 5% | 3.6% | 0%

# | influenza NS1A | tuberculosis growth
31 | -3% | -7%
32 | -3% | 7%
33 | 6% | 6%
34 | -2% | -8%
35 | 10% | -25%
36 | -8% | 17%
37 | -4% | 11%
38 | -2% | -7%
39 | / | 10%
40 | -2% | 10%
41 | / | 18%
42 | -8% | 43%
43 | -6% | 69%
44 | 2% | 72%
45 | -5% | 1%

Going on with the list:
# | compound | H37Rv inhibition | VEEV TC-83 Vero | Salmonella PhoP GFP
46 | CCNc1nc(NC(C)(C)C)nc(SC(C(C)=O)C(C)=O)n1 | 4% | 2.5% | 2%
47 | COc1cccc(NC(=O)c2ccc(N3C(=O)C4CC=C(C)CC4C3=O)cc2)c1 (stereo not given) | 3% | i | -12%
48 | CCCC1=C(C(=O)OCC)C2(C(=O)Nc3ccccc32)C(C#N)=C(N)O1 (stereo not given) | 9% | 1.4% | -1%
49 | O=C(CN1CCN(C(=O)c2ccccc2)CC1)Nc1ccc(Cl)cc1F | 5% | 0.2% | 11%
50 | Cc1ccc(NC(=O)CN(C)S(=O)(=O)c2cccc3cccnc23)c(C)c1 | 7% | 0.6% | 1%
51 | COc1ccc(-c2nc(CS(=O)CC(=O)NCc3ccc(Cl)cc3)c(C)o2)cc1 (stereo not given) | 8% | 2.0% | 2%
52 | Nn1c(=O)c2ccccc2n2c(SCc3ccccc3)nnc12 | -1% | i | 0%
53 | CC(=O)N/C(=N/c1nc(C)cc(C)n1)Nc1ccc(F)cc1F | 8% | i | -3%
54 | CCCn1c(CN2CCN(C)CC2)nc2ccccc21 | 2% | i | -1%
55 | O=C(Nc1ccccc1)NC1CCN(Cc2ccccc2)CC1 | -5% | 0.7% | -1%
56 | COC(=O)CN(c1cc(C(F)(F)F)ccc1Cl)S(C)(=O)=O | -2% | 1.9% | 4%
57 | O=C(N1CCCC1)C12CC3CCC(CC(C3)C1)C2 | -6% | 1.6% | -1%
58 | CCSc1nnc(NC(=O)Cc2cccc(OC)c2)s1 | 4% | 1.9% | 6%
59 | COc1cc(CN2CCN(C(=O)COc3ccccc3)CC2)cc(OC)c1OC | -6% | 0.1% | 7%
60 | COc1cccc(C(C(=O)NC(C)(C)C)N(CCC(C)C)C(=O)CCC(=O)Nc2cc(C)on2)c1OC (stereo not given) | -4% | 0.0% | 3%

# | influenza NS1A | tuberculosis growth
46 | 10% | 2%
47 | 1% | 3%
48 | 2% | 8%
49 | 14% | 31%
50 | -12% | 14%
51 | 33% | 2%
52 | -22% | -10%
53 | -6% | 4%
54 | 0% | 9%
55 | 9% | -14%
56 | -5% | -1%
57 | -2% | -6%
58 | 0% | -12%
59 | 1% | 11%
60 | 1% | 15%

Following part:
# | compound | H37Rv inhibition | VEEV TC-83 Vero | Salmonella PhoP GFP
61 | COCn1c(COc2ccccc2)nc2ccccc21 | 5% | 0.3% | -7%
62 | CN(C)c1nc(N/N=C/c2c[nH]c3ccccc23)nc(N2CCOCC2)n1 | 2% | 0.1% | -13%
63 | Cc1ccc([C@H]2C(C(=O)O)=CC[C@@H](c3ccc(C(C)C)cc3)N2S(=O)(=O)c2ccc(C)cc2)cc1 | 4% | 0.3% | /
64 | C[C@@]12C(=O)Nc3ccc(Br)cc3C(=O)N1[C@H]1c3cc(Cl)ccc3OC[C@@H]1[C@@H]2c1ccccc1 | ? | 4.6% | -1%
65 | O=C(N/N=C/c1c[nH]c2ccccc12)c1cc(-c2ccccc2)n[nH]1 | 55% | 11% | -4%
66 | CC(=O)N1CN(C(C)=O)CN(C(C)=O)C1 | 1% | 0.3% | -9%
67 | O=C(NCc1nnc(SCC(=O)N2CCC(Cc3ccccc3)CC2)o1)c1ccco1 | 39% | i | 4%
68 | O=C1CCC[C@@H]2C[C@@]3(C[C@@H]4CCN1[C@H]24)Nc1cc([N+](=O)[O-])ccc1NC3=NC1CCCCC1 | / | i | /
69 | CCCCSc1cnn(-c2ccccc2)c(=O)c1SCCCC | 11% | i | -4%

# | influenza NS1A | tuberculosis growth
61 | -8% | 4%
62 | -4% | 4%
63 | 5% | 67%
64 | 3% | 24%
65 | -5% | 56%
66 | 1% | -1%
67 | -1% | ?
68 | 17% | /
69 | -2% | -3%

Grouped by structure: the entries above with an aryl methoxy group.
# | compound | H37Rv inhibition | VEEV TC-83 Vero | Salmonella PhoP GFP
9 | COc1ccc(C(=O)NC(=S)N2CCOCC2)cc1Br | 51% | 1.0% | -7%
25 | CCC(c1nnnn1CCOC)N1CCN(Cc2ccccc2OC)CC1 (stereo not given) | 1% | 0.6% | 5%
28 | C=CCCC(=O)N1CCC(n2nccc2NC(=O)c2ccc(OC)cc2)CC1 | 7% | 0.9% | 0%
30 | COc1ccc(/C=C(\C#N)C(=O)Nc2cccc(C)n2)cc1 | -8% | 0.4% | -11%
42 | CCOc1ccc(CN(C)CC(=O)Nc2ccc3c(c2)CCC3)cc1OC | 0% | 0.3% | -7%
47 | COc1cccc(NC(=O)c2ccc(N3C(=O)C4CC=C(C)CC4C3=O)cc2)c1 (stereo not given) | 3% | i | -12%
51 | COc1ccc(-c2nc(CS(=O)CC(=O)NCc3ccc(Cl)cc3)c(C)o2)cc1 (stereo not given) | 8% | 2.0% | 2%
58 | CCSc1nnc(NC(=O)Cc2cccc(OC)c2)s1 | 4% | 1.9% | 6%
59 | COc1cc(CN2CCN(C(=O)COc3ccccc3)CC2)cc(OC)c1OC | -6% | 0.1% | 7%
60 | COc1cccc(C(C(=O)NC(C)(C)C)N(CCC(C)C)C(=O)CCC(=O)Nc2cc(C)on2)c1OC (stereo not given) | -4% | 0.0% | 3%

# | influenza NS1A | tuberculosis growth
9 | -5% | -3%
25 | -6% | 2%
28 | -3% | -8%
30 | -4% | 21%
42 | -8% | 43%
47 | 1% | 3%
51 | 33% | 2%
58 | 0% | -12%
59 | 1% | 11%
60 | 1% | 15%
